# Bioassay records from PubChem BioAssay.
# EBI2 block = blocks human EBI2 receptor beta-arrestin signaling; 0.81% of 360,000 active; inhibition, % at 5 µM; P32249; AID 651636; EBI2 beta-arrestin recruitment, luminescence, 7a,25-OHC stimulated; in the data active = inhibition above about 38%;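 also: enzyme fragment complementation signal reports receptor beta-arrestin coupling in cells; 0% = agonist plus DMSO wells and 100% = wells without agonist; some results beyond the cut were filed as inactive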
# Target sequence (P32249 whole entry, looked up, the tested form may be a part): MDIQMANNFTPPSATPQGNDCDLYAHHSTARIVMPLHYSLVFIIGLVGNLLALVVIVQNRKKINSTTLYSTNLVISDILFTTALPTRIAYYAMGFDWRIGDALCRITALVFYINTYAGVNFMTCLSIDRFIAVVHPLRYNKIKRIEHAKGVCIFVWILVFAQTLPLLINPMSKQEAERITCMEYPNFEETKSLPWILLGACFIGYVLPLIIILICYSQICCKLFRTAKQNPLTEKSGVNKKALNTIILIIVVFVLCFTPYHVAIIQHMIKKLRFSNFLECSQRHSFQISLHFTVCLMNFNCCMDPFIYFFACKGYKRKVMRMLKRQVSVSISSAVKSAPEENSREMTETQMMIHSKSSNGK
# Active calls of the source: *. Some of the compounds tested, so the mix of outcomes need not match the whole.
SMILES,EBI2 block
Cc1ccc(CNC(=O)[C@H]2O[C@@H](n3ccc(N)nc3=O)[C@H](O)[C@@H]2O)o1,3
O=C(NCc1ccc(Cl)c(Cl)c1)c1cc(C2CCCCN2C(=O)OCCF)on1 (stereo unspecified),38
N#CCC(C(=O)c1cccnc1)c1ccccc1 (stereo unspecified),1
Cn1c(=O)c2c(ncn2CC(=O)OCC(=O)Nc2cccc(C#N)c2)n(C)c1=O,-7
C/C=C1\NC(=O)[C@H](C)NC(=O)[C@@H](NC(=O)[C@@H](Cc2ccc(O)cc2)NC(=O)[C@@H](NC(=O)/C(C)=C/C)C(C)C)[C@@H](C)OC(=O)[C@H](CCCCc2ccc(O)cc2)NC(=O)[C@@H](CCC(=O)OC)NC1=O,-4
COCCNc1ncnc2c1ncn2[C@H]1CN(Cc2ccccc2)C[C@@H](CO)O1,-4
CC1(C(=O)NS(=O)(=O)c2ccc(Br)cc2)CCN1C(=O)Cc1cccs1 (stereo unspecified),1
CC1(C(=O)NCc2ccccc2)CN(S(C)(=O)=O)CC(=O)N1CCc1ccc(O)cc1 (stereo unspecified),2
COCCN1C[C@@H](CO)O[C@@H](n2cnc3c(NCCCO)ncnc32)C1,-10
Cc1ccccc1S(=O)(=O)NC(=O)C1(C)CCN1C(=O)COc1ccc(Cl)cc1 (stereo unspecified),1
COCCN1C(=O)COc2ccccc2C1C(=O)Nc1ccc2c(c1)OCCO2 (stereo unspecified),-2
O=c1oc(=S)oc2c1[C@H](c1ccc(Cl)cc1)O[C@H](C1CC1)C2,7
COc1ccc(C(=O)NC(C(=O)N2CCN(C/C=C/c3ccccc3)CC2)C(C)C)cc1 (stereo unspecified),9
COc1ccccc1CNc1nc(NC(C)C)nc2ccsc12,1
O=c1c(-c2ccco2)nc2ccccc2n1C(c1ccccn1)c1nc2ccccc2[nH]1 (stereo unspecified),-7
Cc1cccc(C)c1NC(=O)c1ccc2sc([C@@H]3O[C@H](CO)[C@H](O)[C@H](O)[C@H]3O)nc2c1,2
O=C(CSc1nnc(C2CC2)n1C1CC1)N1CCN(c2ccc(O)cc2)CC1,-9
Cc1cc2nc(-c3ccccc3)c(CC(C)(C)C)n2c(C)c1Br,-9
COC(=O)c1c(NC(=O)c2ccc(C(=O)c3ccccc3)cc2)sc2c1CC(C)(C)NC2(C)C,28
COc1ccc(CCNC(=O)Nc2nnc([C@H]3C[C@H](O)[C@@H](CO)O3)s2)cc1OC,-6
CCCCCCN1C[C@H](n2cc(-c3ccc(F)cc3)nn2)[C@@H](O)C[C@@H]1c1ccc(Cl)cc1,8
Cc1nc(SCC(=O)Nc2sccc2C(N)=O)c2c(C)c(C)sc2n1,4
CCCCn1nnnc1C(c1cc2ccccc2o1)N1CCN(c2cc(C)nc3ccccc23)CC1 (stereo unspecified),21
CC(C)NC(=O)C1(C)CCCCN1Cc1ccc(OCc2ccccc2)cc1 (stereo unspecified),22
CN(C)c1ccccc1-c1cc(NC=O)c2ncc(-c3cccc(C(F)(F)F)c3)n2c1,7

# Compounds from the list above containing an aryl methoxy group (three):
SMILES,EBI2 block
COc1ccc(C(=O)NC(C(=O)N2CCN(C/C=C/c3ccccc3)CC2)C(C)C)cc1 (stereo unspecified),9
COc1ccccc1CNc1nc(NC(C)C)nc2ccsc12,1
COc1ccc(CCNC(=O)Nc2nnc([C@H]3C[C@H](O)[C@@H](CO)O3)s2)cc1OC,-6

# Following part
SMILES,EBI2 block
CN(CCC#N)c1ccc(C=C(C#N)c2cccc(C(F)(F)F)c2)cc1,32
Fc1cccc(Cl)c1C1SCc2nc3ccccc3n21 (stereo unspecified),4
CC1(C(=O)NS(=O)(=O)c2ccc(F)cc2F)CCN1C(=O)CC1CCCCC1 (stereo unspecified),0
COc1cccc(NC(=O)N(C)C[C@H]2Oc3cc(Br)ccc3S(=O)(=O)N([C@H](C)CO)C[C@H]2C)c1,5
O=[N+]([O-])c1cc2ncccc2c2ncccc12,-13
C[C@@H]1CCCCO[C@@H](CN(C)CC2CCCCC2)[C@@H](C)CN([C@H](C)CO)C(=O)c2cc(NS(=O)(=O)c3ccc(Cl)cc3)ccc2O1,10
CN(C)c1ccc(CC(=O)N2CCCCC2c2cc(C(=O)Nc3ccccc3)no2)cc1 (stereo unspecified),-5
CCCCNC(=O)C1(C)CCN1C(=O)c1cccc(OC(F)(F)F)c1 (stereo unspecified),-2
CC(C)(O)C1=C[N+](=O)CC=C1,2
Cc1cccc(C)c1-n1nnnc1C1(C)CCC(=O)N1CC1CCCCC1 (stereo unspecified),-3
Cc1c(C(=O)NCc2ccccc2C(F)(F)F)sc(=O)n1Cc1ccc2ccccc2c1,5
CN(C)c1ncnc2c1ncn2[C@H]1CN(Cc2ccco2)C[C@@H](CO)O1,-1
CCCCN1C(=O)C(CC(=O)NC(c2ccccc2)c2ccccc2)CC(C(=O)N(CC)CC)=C1C (stereo unspecified),-8
NC(Cc1ccc(Cl)cc1)c1csc(Nc2nccc(C(F)(F)F)n2)n1 (stereo unspecified),6
CCSc1ccc(-c2cc(NC=O)c3ncc(-c4cccc(C(=O)NCCN(C)C)c4)n3c2)cc1,-2
C#CCN(Cc1ccco1)C(=O)c1cc(COc2cccc3cccnc23)on1,1
Cc1ccc(C(O)c2ncc(-c3ccc4ccccc4c3)[nH]2)cc1F (stereo unspecified),2
COCCN1C(=O)CCC1(C)c1nnnn1-c1ccc2ccccc2c1 (stereo unspecified),-9
CC(C)(C)c1ccc(CC(=O)N2CCC2(C)C(=O)Nc2cccc3c2CCCC3)cc1 (stereo unspecified),11
O=C(Nc1ccccc1Cl)c1cc(C2CCCCN2C(=O)CCCc2ccccc2)on1 (stereo unspecified),6
Cc1ccccc1S(=O)(=O)NC(=O)C1(C)CCN1C(=O)Cc1cc(F)ccc1F (stereo unspecified),-4
O=C(CN1CCN(C(=O)CNC(=O)c2ccc(N3CCCC3=O)cc2)CC1)Nc1cccc(F)c1,-8
CC(C)NC(=O)c1cc(C2CCCCN2S(=O)(=O)c2cccs2)on1 (stereo unspecified),-1
CC1=C(C(=O)N(C)C)CC(CC(=O)NC2CCCC2)C(=O)N1Cc1ccc(F)cc1 (stereo unspecified),-7
CC(C)NC(=O)C1CCN(Cc2cccc(OCc3ccccc3)c2)CC1,-4
# Carrying on.
SMILES,EBI2 block
Cc1cccc(C)c1-n1nnnc1-c1nc2cc(Br)ccc2[nH]c1=O,17
CCOC(=O)C1=CCN(S(C)(=O)=O)C1c1ccc(C)cc1 (stereo unspecified),-20
CN(C)C1CN(Cc2cn(Cc3cccc(Cl)c3)nn2)S(=O)(=O)C1 (stereo unspecified),1
Cc1cccc(C)c1-n1nnnc1-c1nc2cc3ccccc3cc2[nH]c1=O,4
COc1cc2ccc(C(C)=NNC(N)=S)cc2cc1OC,-1
Cn1cnc(S(=O)(=O)N2CCCCC2c2cc(C(=O)Nc3cccc(C#N)c3)no2)c1 (stereo unspecified),3
COC(=O)C[C@@H]1C[C@@H]2c3cc(NC(=O)NC4CCCCC4)ccc3O[C@@H]2[C@H](CO)O1,-7
COc1ccc(CN2C(=O)CN(S(C)(=O)=O)CC2(C)C(=O)Nc2ccc3c(c2)OCCO3)cc1OC (stereo unspecified),-7
CCc1ccc2c(c1)NC(=O)C2(C)Cc1ccc(C(F)(F)F)o1 (stereo unspecified),-8
O=C(NC1CC1)c1ccc(-c2ccc3nccn3c2)cc1,-6
CC(C)(C)N1C(=O)c2c(C(=O)OCc3ccccc3)[nH]c(-c3ccccc3)c2C1=O,7
CCc1ccc(/C=C2/SC(=S)N(CCCC(=O)Nc3cccc(C(=O)O)c3)C2=O)cc1,6
O=c1oc(-c2ccccc2)cc2ccccc12,0
CC(C)CC(=O)[C@@H](O)Cc1ccc(O)cc1,-8
CCOc1ccccc1NC(=O)CCNC(=O)C1CCN(S(=O)(=O)c2ccccc2)CC1,-12
Cc1ccc([C@H]2C[C@@H](n3cc(-c4ccc(F)cc4)nn3)[C@H](O)CN2Cc2cccs2)cc1,9
CCN(CC)CCNc1cccc2sc3ccccc3c(=O)c12,3
CCCNC(=O)C1(C)CCN1C(=O)Cc1ccc(-c2ccccc2)cc1 (stereo unspecified),-4
CCCNC(=O)c1cc2c(c(-c3cccc(-c4ccccc4F)c3)n1)[C@@H](CCO)N(C(=O)CC1CC1)C2,19
COCC(C)n1c(SCC(=O)NC2CCCCC2)nc2ccccc2c1=O (stereo unspecified),3
C[C@H](O)[C@@H]1C(=O)N2CCc3c([nH]c4ccccc34)[C@@H]2C[C@@H]1N(C)S(=O)(=O)c1ccccc1,-13
Cc1ccc2c(c1)=N/C(=N\c1[nH]c(O)c3ccccc13)N=2,12
COc1ccc([C@H]2CC(=O)C[C@@H](CCn3cc(CC4CCCC4)nn3)O2)cc1,-4
CCOC(=O)[C@]12CCCC=C1N(Cc1ccco1)C(=O)[C@H](CC(=O)NCCCOC)C2,-7
Cc1ccccc1OCc1nnc(SC(C)C(=O)O)n1-c1ccccc1 (stereo unspecified),1

# 3 entries already listed, sorted by number of heavy atoms, largest number first.
SMILES,EBI2 block
CCCNC(=O)c1cc2c(c(-c3cccc(-c4ccccc4F)c3)n1)[C@@H](CCO)N(C(=O)CC1CC1)C2,19
CCOC(=O)[C@]12CCCC=C1N(Cc1ccco1)C(=O)[C@H](CC(=O)NCCCOC)C2,-7
CN(C)C1CN(Cc2cn(Cc3cccc(Cl)c3)nn2)S(=O)(=O)C1 (stereo unspecified),1

# The results go on:
SMILES,EBI2 block
CCNC(=O)C1(C)CCN(C(=O)c2ccccc2)C1 (stereo unspecified),-8
O=C1NC[C@H](CCCCN2CCN(CCC3CCCCC3)C(=O)C2=O)N(CCc2ccc(O)cc2)C1=O,-2
Clc1cccc(CNc2ccn3nc(-c4cccc(Cl)c4)cc3n2)c1,19
Oc1ccc(Br)c(CN2CCN(c3ncc(Cc4ccccc4)cn3)CC2)c1,7
CCCCCc1c(-c2ccc(Cl)cc2)ncn1CCc1ccccc1OC,15
CC(=O)NC(c1ccccc1)c1nc(-c2ccc(C)c(C)c2)cs1 (stereo unspecified),5
CN(CCc1ccccc1)C(c1cc2ccccc2o1)c1nnnn1C(C)(C)C (stereo unspecified),23
NC(Cc1ccc(Cl)cc1)c1csc(NC(=O)Nc2ccccc2-c2ccccc2)n1 (stereo unspecified),-7
COc1ccc(Cl)cc1-c1cc(C(=O)Nc2cc(OC)c(OC)c(OC)c2)[nH]n1,6
O=S1(=O)CC(N2CCN(CCO)CC2)CN1Cc1cn(Cc2ccccc2)nn1 (stereo unspecified),-2
Cc1nnsc1-c1nc2ccccc2n1C(CCc1ccccc1)c1nc2ccccc2[nH]1 (stereo unspecified),7
CCc1ccc(NC(=O)c2ccc3c(c2)CCN3S(C)(=O)=O)cc1,-5
Cn1c(Cc2ccccc2)nc(=O)c2ccccc21,5
O=C(NCCN1CCC(n2c(=O)[nH]c3ccccc32)CC1)c1ccc(F)c(C(F)(F)F)c1,-10
CCOC1=C2CN(S(=O)(=O)c3ccc(C)cc3)C(c3ccccc3)CC2N(S(=O)(=O)c2ccc(C)cc2)C(c2ccc(Br)cc2)C1 (stereo unspecified),1
COCCn1c(=S)[nH]c2cc(C(=O)NCc3ccc(F)cc3)ccc2c1=O,6
CCNC(=S)Nc1ccc2c(c1)c(=O)n(C)n2CC=C(C)C,-14
COc1ccc(CCNC(=O)c2cc([C@@H](NC(=O)OC(C)(C)C)C(C)C)sc2N)cc1OC,0
O=C(Nc1cnns1)Oc1ccccc1,3
Cc1ccccc1-c1ccc(CN2C(C(C)C)C(=O)N(Cc3cn(CCC4OCCO4)nn3)CCS2(=O)=O)cc1 (stereo unspecified),12
COC(=O)C(Cc1c[nH]c2ccccc12)NC(=O)CCNC(=O)c1ccco1 (stereo unspecified),7
CCc1nc2c(OCc3ccc(C(F)(F)F)cc3)cccn2c1N(C)C(=O)C(C)C,17
C[C@@H]1CN([C@H](C)CO)C(=O)CCCn2nncc2CO[C@@H]1CN(C)S(=O)(=O)c1ccccc1F,12
CCc1nc2c(OCc3ccc(Cl)cc3Cl)cccn2c1N(C=O)Cc1ccc(OC)cc1,30
O=C(C[C@H]1C[C@H]2c3cc(NS(=O)(=O)c4ccc(F)cc4)ccc3O[C@H]2[C@H](CO)O1)NCc1cc(F)ccc1F,1
# (list continues)
SMILES,EBI2 block
CCc1nc2c(OCC3CCCCC3)cccn2c1N(C)C(=O)c1ccc(OC)cc1,17
O=C(Nc1ccc2c(c1)OCO2)c1cc(C2CCCCN2S(=O)(=O)Cc2ccccc2)on1 (stereo unspecified),2
CCc1nc2ccc(C(=O)Nc3cccc(NS(C)(=O)=O)c3)cn2c1N(CC)CCOC,1
CCn1ncc(CN2CCC(n3nccc3NC(=O)c3ccccc3Cl)CC2)c1C,-10
CC(C)C[C@H]1CN(CCCC[C@H]2CNC(=O)C(=O)N2CCc2ccccc2)C(=O)C(=O)N1CCc1ccccc1,0
O=C(NNc1ccccc1)OCc1ccccc1,-1
CC(C)(C)n1nnnc1C(c1cc2ccccc2o1)N1CCCC1 (stereo unspecified),0
COc1ccccc1N1CCN(C(=O)c2cc(-c3ccccc3)nc3c2cnn3C(C)C)CC1,-1

# Some of the entries so far, with bars between the fields.
structure | EBI2 block
CCc1nc2c(OCC3CCCCC3)cccn2c1N(C)C(=O)c1ccc(OC)cc1 | 17
O=C(Nc1ccc2c(c1)OCO2)c1cc(C2CCCCN2S(=O)(=O)Cc2ccccc2)on1 (stereo unspecified) | 2
CCc1nc2ccc(C(=O)Nc3cccc(NS(C)(=O)=O)c3)cn2c1N(CC)CCOC | 1
CCn1ncc(CN2CCC(n3nccc3NC(=O)c3ccccc3Cl)CC2)c1C | -10
CC(C)C[C@H]1CN(CCCC[C@H]2CNC(=O)C(=O)N2CCc2ccccc2)C(=O)C(=O)N1CCc1ccccc1 | 0
O=C(NNc1ccccc1)OCc1ccccc1 | -1
CC(C)(C)n1nnnc1C(c1cc2ccccc2o1)N1CCCC1 (stereo unspecified) | 0
